Compound activity from PubChem.
KLK7 zymogen act: activates the human kallikrein-7 zymogen; P49862; purified proKLK7, EDANS-DABCYL substrate fluorescence; 100% is mature enzyme control, 0% vehicle; activation, % at 7 µM; 0.9% of 370,000 active; AID 652039;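 active = activation above the mean of all tested compounds plus 3 SD, computed per campaign excluding outliers beyond control limits, cut at about 13% in these data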
Target sequence (P49862 whole entry, looked up): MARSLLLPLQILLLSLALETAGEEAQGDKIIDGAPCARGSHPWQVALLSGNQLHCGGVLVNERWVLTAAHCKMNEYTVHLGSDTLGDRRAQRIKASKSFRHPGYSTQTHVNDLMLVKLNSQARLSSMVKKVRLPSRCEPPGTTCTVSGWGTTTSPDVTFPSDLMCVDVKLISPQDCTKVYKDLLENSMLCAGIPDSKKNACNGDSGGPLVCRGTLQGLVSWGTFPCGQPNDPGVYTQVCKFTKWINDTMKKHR
LEDGF integ inh: blocks HIV-1 LEDGF/p75-dependent DNA integration; TR-FRET IN-LEDGF/p75 DNA integration, Eu/Cy5; inhibition, % at 3.7 µM; 0.64% of 370,000 active;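 active = inhibition above the screen-wide mean plus 3 SD, cut at about 13% in these data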;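 also: signal is the Cy5 over europium emission ratio at 671 and 618 nm; 0% = plate median of compound wells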
TDP2 inh: blocks human TDP2 phosphodiesterase activity; recombinant TDP2, T5PNP hydrolysis, p-nitrophenol absorbance 415 nm; O95551; inhibition, % at 12.8 µM; AID 720702; 0.34% of 370,000 active;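 active = inhibition above the mean of all tested compounds plus 3 SD, set per campaign, cut at about 25% in these data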;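 also: 0% = DMSO with enzyme and 100% = buffer with substrate but no TDP2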
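Read-out basis: percent inhibition. System: recombinant human TDP2. Buffer or medium: Mg2+-containing Tris-HCl buffer, pH 7.5. Repeats: single replicate. Timing: reaction 2 h, 37 °C. Benchmarks: high control without enzyme, low control DMSO plus TDP2. Probe or stimulus: 5 mM T5PNP. Doses: 12.8 µM only. Measured by: epi absorbance of p-nitrophenol freed from T5PNP by hydrolysis.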
UHRF1 binding: UHRF1 methyl-DNA binding inhibition | UHRF1 binding to methylated oligo, TR-FRET | inhibition, % at 4.4 µM | 0.75% of 370,000 active | AID 687016; in the data active = inhibition above about 21%;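 also: UHRF1 SRA domain binding a hemimethylated CpG hairpin DNA probe; 0% = median of test compound wells and 100% = reference inhibitor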
MBD2 inh: MBD2-methylated oligo binding inhibition | Q9UBB5 | TR-FRET, MBD2 binding to methylated oligonucleotide | inhibition, % at 4.4 µM | 0.31% of 370,000 active; in the data active = inhibition above about 13%
DDE Tn7 FP inh: disrupts Tn7 cyclic peptide binding to fibrin D-Dimer-E complex; AID 720508; 0.13% of 370,000 active; P02675; FP displacement of FITC-Tn7 peptide from fibrin DD(E); 0% = median of compound wells per plate; inhibition, % at 8.3 µM;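 active = inhibition above the mean of compounds falling within the control limits plus 3 SD of them, cut at about 14% in these data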;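 also: 0% = plate median of compound wells and 100% = 10 µM Aha-Tn7 peptide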
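Test system – human fibrin DD(E) · Times – 10 min preincubation, 3 h with tracer, room temperature · Detection – fluorescence polarization of the labelled Tn7 tracer · Measure – percent inhibition normalized to high-control wells · Benchmarks – high control wells with 10 µM unlabelled Aha-Tn7 peptide (full inhibition) · Repeats – singlicate testing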
TCR-CD3 inh: inhibitors of human TCR-CD3 interaction. 0.37% of 360,000 active. TAMRA-labeled TCR probe fluorescence, biochemical. inhibition, % at 9.4 µM. AID 651800; in the data active = inhibition above about 19%;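 also: recombinant mutant TCR 2C K166C tagged with TAMRA read by polarization; 0% = receptor in buffer alone and 100% = receptor with positive control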
SIAE inh: blocks human sialic acid acetylesterase; AID 1053197; 0.69% of 370,000 active; SIAE FP-Rh probe binding, fluorescence polarization; inhibition, % at 9.66 µM; Q9HAT2;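 active = inhibition above a cutoff: mean of compounds within the control limits plus 3 SD of those, cut at about 17% in these data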;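 also: 0% = plate median of compound wells and 100% = probe without SIAE protein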
Target sequence (Q9HAT2 whole entry, looked up): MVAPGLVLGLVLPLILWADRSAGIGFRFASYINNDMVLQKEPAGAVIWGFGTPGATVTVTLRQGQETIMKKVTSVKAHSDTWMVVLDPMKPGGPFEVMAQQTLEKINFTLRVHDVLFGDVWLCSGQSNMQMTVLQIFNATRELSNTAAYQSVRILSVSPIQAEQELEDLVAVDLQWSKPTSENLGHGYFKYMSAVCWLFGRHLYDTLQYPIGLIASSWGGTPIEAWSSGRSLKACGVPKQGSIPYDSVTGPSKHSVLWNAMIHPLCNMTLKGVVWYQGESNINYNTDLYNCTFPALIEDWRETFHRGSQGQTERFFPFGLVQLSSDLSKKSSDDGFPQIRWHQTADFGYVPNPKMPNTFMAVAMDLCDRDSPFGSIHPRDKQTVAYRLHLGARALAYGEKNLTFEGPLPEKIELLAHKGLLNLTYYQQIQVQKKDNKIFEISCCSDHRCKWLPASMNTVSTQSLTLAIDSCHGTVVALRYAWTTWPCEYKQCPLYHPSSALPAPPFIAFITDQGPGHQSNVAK
PRMT1 inh: inhibitors of human PRMT1 | recombinant PRMT1, activity-based probe fluorescence polarization | inhibition, % at 2.79 µM | 1.3% of 370,000 active | AID 652257;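 active = inhibition above about 21% made by adding two undisclosed values, limit read from the data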
Tn6 DDE FP: disrupts Tn6 cyclic peptide binding to fibrin D-Dimer-E complex. inhibition, % at 8.3 µM. Fibrin DD(E) TRITC-Tn6 fluorescence polarization displacement. AID 720509. P02675. 0.21% of 370,000 active;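 active = inhibition above a per-campaign cutoff: mean of compounds within control limits plus 3 SD, cut at about 15% in these data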;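 also: 0% = median of all compound wells on the plate and 100% = blocking peptide control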
* hit, by the source's call.

Keys: A = KLK7 zymogen act; B = LEDGF integ inh; C = TDP2 inh; D = UHRF1 binding; E = MBD2 inh; F = DDE Tn7 FP inh; G = TCR-CD3 inh; H = SIAE inh; I = PRMT1 inh; J = Tn6 DDE FP
CCOC(=O)c1cc(S(=O)(=O)N2CCc3ccccc32)cn1C
  A: 0.1; B: -1; C: 2; D: 0; E: -1; F: 7; G: -1; H: 1; I: 1; J: -1

CCC(Oc1ccccc1)C(=O)NCCCN1CCOCC1 (stereo not drawn)
  A: -0.1; B: 2; C: -7; D: 1; E: -4; F: -1; G: -1; H: -2; I: -1; J: -1

O=S(=O)(Nc1cc(Cl)ccc1-n1cncn1)c1ccc(F)cc1
  A: -0.7; B: 1; C: 3; D: -2; E: 6; F: 2; G: 0; H: 16; I: 0; J: -3

O=C(/C=C\Nc1ccc(S(=O)(=O)Nc2ncccn2)cc1)c1ccccc1
  A: 0.3; B: 1; C: 23; D: -3; E: -5; F: 1; G: -2; H: 3; I: -4; J: 4

CCC1CCCCN1C(=O)CSc1nnc(-c2cccc(Cl)c2)o1 (stereo not drawn)
  A: 0.8; B: 0; C: 6; D: -3; E: -2; F: 2; G: -8; H: -4; I: 2; J: 1

C=CCOc1c2ccc(C(=O)NCCc3ccc(C)cc3)cc2nn1C
  A: 5.4; B: -2; C: 5; D: -1; E: -3; F: 1; G: 1; H: 7; I: -2; J: 0

CC(=O)Nc1ccc(S(=O)(=O)Nc2c(NC3CCCCC3)c3ccccc3oc2=O)cc1
  A: -0.3; B: 2; C: -16; D: -1; E: -8; F: -278; G: -3; H: 3; I: -4; J: -35

O=C(Nc1ccccc1)c1ccn[nH]1
  A: -0.9; B: 1; C: 7; D: 0; E: -4; F: 4; G: 9; H: -4; I: -2; J: -4

Cc1ccn2cc(CNS(=O)(=O)c3ccc(Cl)s3)nc2c1
  A: 2.5; B: -1; C: 0; D: 0; E: 0; F: 5; G: 9; H: 4; I: 2; J: -2

CCOC(=O)c1sc(NC(=O)CN2C(=O)NC3(CCC(C)CC3)C2=O)c(C(=O)OCC)c1C (stereo not drawn)
  A: -0.4; B: -2; C: -2; D: -2; E: 3; F: -2; G: 0; H: -7; I: 3; J: 4

Cc1cc(C)c2nc(N3CCC(C(=O)NCCCN4CC(C)CC(C)C4)CC3)sc2c1 (stereo not drawn)
  A: -0.2; B: -1; C: 4; D: 0; E: 3; F: -3; G: 11; H: 2; I: -4; J: 0

Cc1ccc(S(=O)(=O)N(C)C[C@H]2Oc3ncc(-c4ccccc4)cc3C(=O)N([C@@H](C)CO)C[C@@H]2C)cc1
  A: -0.9; B: 1; C: 1; D: -2; E: -2; F: -4; G: 6; H: 3; I: 1; J: -9

CCn1nc(C)c(/C=N/NC(=S)Nc2ccc(Cl)cc2Cl)c1C
  A: 0.4; B: 5; C: -18; D: -1; E: 3; F: -1; G: -5; H: -6; I: -2; J: -2

COCC(=O)NCCc1ccc(S(N)(=O)=O)cc1
  A: 0.2; B: 1; C: 2; D: 2; E: 5; F: -4; G: 3; H: -6; I: -1; J: -3

COc1ccccc1/C=C/C(=O)NCC(=O)N/N=C/c1cccnc1
  A: 1.4; B: -1; C: 3; D: -6; E: -7; F: 4; G: -1; H: 0; I: 2; J: 4

NC(=O)C1CCN(CC(=O)Nc2nccs2)CC1
  A: 0.1; B: 0; C: -1; D: 0; E: 4; F: 5; G: 6; H: 1; I: -1; J: -1

CN(C(=O)COC(=O)c1ccc(NS(=O)(=O)c2cccs2)cc1)C1CCCCC1
  A: -0.2; B: 1; C: -1; D: 2; E: 1; F: -4; G: -1; H: -4; I: -2; J: -6

Cc1ccc2[nH]c(CSc3ccccc3)cc(=O)c2c1
  A: 0.5; B: -2; C: -2; D: 0; E: 4; F: 6; G: -1; H: -10; I: 3; J: 6

CCOC(=O)C1CCCN(C(=O)c2cc3ncc(Br)cn3n2)C1 (stereo not drawn)
  A: -0.3; B: -4; C: -7; D: 3; E: 5; F: 10; G: -2; H: -6; I: 2; J: 5

CC1CC(C)CN(C(=O)Nc2ccccc2F)C1 (stereo not drawn)
  A: 0.3; B: 0; C: 4; D: 1; E: 1; F: 0; G: 3; H: 1; I: -2; J: -6

O=C(N/C(=C\c1cccc(Br)c1)C(=O)N1CCOCC1)c1ccco1
  A: 0.5; B: 3; C: -8; D: 4; E: 8; F: 2; G: -9; H: -3; I: 3; J: 7

C#CCNC(=O)C[C@@H]1C[C@@]2(C(=O)OCC)CCC=C2N(Cc2ccco2)C1=O
  A: 0.9; B: 2; C: -6; D: -1; E: -2; F: -3; G: -9; H: -3; I: 0; J: 3

COc1ccc(S(=O)(=O)N(C)c2ccc(C(N)=O)cc2)cc1
  A: 0.0; B: -4; C: 6; D: 2; E: 4; F: -4; G: -2; H: -4; I: 0; J: 7

Cc1ccc(NC(=O)CSc2nnc(NC(=O)c3ccco3)s2)cc1
  A: 0.4; B: -1; C: 7; D: 0; E: -2; F: -3; G: 0; H: -5; I: -3; J: 4

COc1cnc(SC(C)C)[nH]c1=O
  A: 0.0; B: -1; C: 4; D: 1; E: -3; F: 10; G: 4; H: -3; I: -1; J: 2

COc1cccc(N=Nc2c(N)[nH][nH]c2=O)c1
  A: 0.2; B: 0; C: 3; D: -26; E: -24; F: -11; G: 6; H: 8; I: 2; J: 1

Cc1cc(NC(=O)c2ccc(S(=O)(=O)N3CCOCC3)cc2)no1
  A: -0.3; B: 2; C: 9; D: -4; E: 0; F: -4; G: 0; H: 10; I: -4; J: -3

CCC(=O)Nc1ccc(C(=O)N/N=C/c2cc(Br)c(OC)cc2OC)cc1
  A: 0.2; B: 4; C: -13; D: -1; E: 3; F: -11; G: -1; H: 9; I: 2; J: -5

Cc1ccc(C(=O)N/C(=C\c2ccco2)C(=O)NCCN2CCOCC2)cc1
  A: 0.0; B: -4; C: 4; D: -3; E: -1; F: 2; G: -3; H: 3; I: 3; J: -2

CCOC(=O)C1CCN(CC(=O)Nc2ccc(S(=O)(=O)N3CCC(C)CC3)cc2)CC1
  A: 0.3; B: -7; C: -18; D: 3; E: 5; F: -9; G: 0; H: -10; I: 7; J: -11

Remaining list, next part
Results follow in this order: KLK7 zymogen act, LEDGF integ inh, TDP2 inh, UHRF1 binding, MBD2 inh, DDE Tn7 FP inh, TCR-CD3 inh, SIAE inh, PRMT1 inh, Tn6 DDE FP
> CC1(C)Cc2ccccc2C(NNC(=O)c2cccnc2)=N1
    0.2, 0, -1, -2, 1, -7, 0, 3, -4, -2
> Cc1ccc(NC(=S)NCCCN2CCOCC2)cc1
    0.2, 3, 7, -3, -8, 4, 9, 9, -4, 2
> COc1ccccc1CNC(=O)COC(=O)/C=C/c1cccs1
    -0.4, 5, 1, 2, 8, -5, -12, -6, 1, -8
> c1cc(C(c2nnnn2C2CCCC2)N2CCOCC2)ccn1 (stereo not drawn)
    1.1, 3, -2, -2, -8, -7, -4, 1, 3, 3
> O=C(Nc1cccnc1)C1CCC(CNS(=O)(=O)c2cccc3nsnc23)CC1 (stereo not drawn)
    0.2, -3, -15, 2, -2, 3, -1, 0, 1, -6
> Cc1ccc(NC(=S)N2CCN(Cc3ccccc3)CC2)c(C)c1
    0.3, -3, -6, 6, 6, 1, -2, -1, 2, 4
> Cc1ccc(/C=N/NC(=O)Cc2c[nH]c3ccccc23)c(C)c1
    1.0, 2, -5, -3, 2, 2, 2, 2, 0, 6
> CC(C)CNC(=O)C1CCCN1S(=O)(=O)c1ccc(Cl)cc1 (stereo not drawn)
    0.2, -1, 0, 1, 4, -1, 3, 3, -6, 1
> CCOc1ccccc1/C=C(\C(=O)O)c1ccc(S(=O)(=O)N2CCCCC2)s1
    -2.7, 5, -19, 3, -2, -7, -14, -7, -1, 2
> O=C(Nc1ccc2c(c1)OCO2)C1CCN(C(=O)CSc2ncnc3ccccc23)CC1
    -0.5, 3, 12, -2, -3, -3, -4, 5, 0, -1
> C#CCN1C=CC(=O)[C@@H](OC(=O)NCCC)[C@H]1c1ccccc1Br
    0.4, 6, -11, -4, -1, -5, 5, -5, -2, -7
> CCCCCC(=O)Nc1ccc(C(=O)COC(=O)CN2C(=O)NC3(CCCC3)C2=O)cc1
    0.3, 1, -20, 2, -2, -8, -3, -4, -2, 1
> CC(C)C[C@H](NC(=O)[C@H](Cc1ccccc1)n1c(=O)[nH]c2ccccc2c1=O)C(=O)N1CCC[C@H]1C(=O)O
    -0.3, 0, -4, 2, 5, -1, 0, 2, -2, -1
> Cc1cc(N)n2nc(C)c(-c3ccccc3)c2n1
    0.2, 0, 11, 0, -1, -7, -5, 1, 0, -1
> COc1ccc(C(=O)N2CC3(CC(c4cccc(NC(=O)COc5ccc(Cl)cc5)c4)=NO3)C[C@@H]2C(N)=O)cc1 (stereo partly drawn)
    0.9, 3, -9, 5, 9, 2, -9, -23, 2, -1
> COc1ccc(NC(=O)c2cccnc2N2CCCCC2)cc1
    -0.4, 1, -5, -3, -1, 3, 1, -1, 1, 4
> Cc1nc2ccc(CCO)cc2s1
    -0.3, 1, -8, 4, -1, -2, -3, -1, 2, 0
> Cc1n(N)c2ccccc2[n+]1CC(=O)c1ccccc1
    0.6, -2, 12, -1, -1, -10, 3, 15, -2, -4
> Cc1ccc(NC(=O)NNS(=O)(=O)c2ccc(Br)cc2)cc1
    -0.3, 0, 4, 0, -5, 8, 11, -4, -2, 12

Entries shown so far containing a Cl atom, in the order listed:
Results follow in this order: KLK7 zymogen act, LEDGF integ inh, TDP2 inh, UHRF1 binding, MBD2 inh, DDE Tn7 FP inh, TCR-CD3 inh, SIAE inh, PRMT1 inh, Tn6 DDE FP
> O=S(=O)(Nc1cc(Cl)ccc1-n1cncn1)c1ccc(F)cc1
    -0.7, 1, 3, -2, 6, 2, 0, 16, 0, -3
> CCC1CCCCN1C(=O)CSc1nnc(-c2cccc(Cl)c2)o1 (stereo not drawn)
    0.8, 0, 6, -3, -2, 2, -8, -4, 2, 1
> Cc1ccn2cc(CNS(=O)(=O)c3ccc(Cl)s3)nc2c1
    2.5, -1, 0, 0, 0, 5, 9, 4, 2, -2
> CCn1nc(C)c(/C=N/NC(=S)Nc2ccc(Cl)cc2Cl)c1C
    0.4, 5, -18, -1, 3, -1, -5, -6, -2, -2
> CC(C)CNC(=O)C1CCCN1S(=O)(=O)c1ccc(Cl)cc1 (stereo not drawn)
    0.2, -1, 0, 1, 4, -1, 3, 3, -6, 1
> COc1ccc(C(=O)N2CC3(CC(c4cccc(NC(=O)COc5ccc(Cl)cc5)c4)=NO3)C[C@@H]2C(N)=O)cc1 (stereo partly drawn)
    0.9, 3, -9, 5, 9, 2, -9, -23, 2, -1
